C2C12 statin: suppressors of statin myotoxicity in C2C12 myotubes, primary screen, cell-based, single point, plate reader. C2C12 myotubes + simvastatin, ATP luminescence, 48 h; scaled: DMSO 0, geranylgeraniol control 100. rescue of ATP level, % at 7.49 µM. hit rate 0.78% among 330,000. AID 602340, 2012;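 active = mean ATP rescue above about 67%, or every replicate alone reaching that limit, limit read from the data, passing the limit was not always enough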;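 note: myotubes were challenged with 10 µM simvastatin during compound exposure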
S100A4 MyoIIA: inhibitors of S100A4-myosin IIA peptide binding, primary screen, biochemical, fluorescence polarization, TAMRA-MyoIIA peptide; inhibition, % at 10.7 µM; Protein S100-A4 (Homo sapiens), P26447; hit rate 0.14% among 360,000;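 active = mean inhibition of at least 70% across replicates, with every replicate also reaching that level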
Target sequence (P26447 whole entry, looked up): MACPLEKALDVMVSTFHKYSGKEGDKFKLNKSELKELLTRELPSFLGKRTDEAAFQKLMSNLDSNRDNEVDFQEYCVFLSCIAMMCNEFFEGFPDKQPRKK
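Test system: S100A4 monomer protein. Medium: HEPES buffer with Ca2+, pH 7.2. Reagent: fluorescent myosin IIA peptide, 5 nM. Compound dosing: single-point compound testing. Timing: 5 min between mix addition and reading. Benchmarks: DMSO neutral and TFP positive wells.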
esBAF inh: Bmi1 luciferase reporter increase in mESCs, primary screen, esBAF inhibitor project, mouse ES cells, Bmi1 luciferase knock-in, single point; AID 602393, 2012; 24 h; 100% = twice the neutral-well signal; reporter increase, % at 12.5 µM; hit rate 2% among 350,000; in the data active = activation above about 40%;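 note: 0% = median of the plate's neutral control wells and 100% = double that signal; a rise in the Bmi1 reporter signal indicates esBAF inhibition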
FN deposition inh: inhibitors of fibronectin matrix deposition, primary screen, AH1F cells, Alexa488-fibronectin fluorescence, plate reader; inhibition, % at 12.6 µM; hit rate 0.086% among 350,000; AH1F fibroblasts, overnight;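 active = mean inhibition across replicates of 30% or more, regardless of how many single replicates reach that level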;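 note: positive control wells lacked labelled fibronectin entirely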
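Material: AH1F fibroblasts assembling fluorescent fibronectin matrix; amount: 10000 AH1F cells/well; medium: DMEM, 2% serum; reagent: Alexa488-fibronectin, 24 nM final in well; dosing: single compound dose, delivered by pin transfer; incubation: 1 h adhesion, overnight exposure; detection: fluorescence after three HBSS washes, excitation 485 nm, emission 525 nm; measure: fibronectin deposition inhibition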
Casp6 inh: human caspase-6 inhibitors, primary screen, biochemical, VEID-R110 fluorescence, single point, set 2; purified caspase-6, Z-VEID-R110 cleavage fluorescence; inhibition, % at 12.5 µM; hit rate 0.53% among 350,000; AID 686996, 2013;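 active = mean inhibition across replicates at least about 35%, with every replicate also reaching that limit, limit read from the data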;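 note: 0% = median of neutral control wells and 100% = no fluorescence left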
Target sequence (P55212 24-179 limits assumed): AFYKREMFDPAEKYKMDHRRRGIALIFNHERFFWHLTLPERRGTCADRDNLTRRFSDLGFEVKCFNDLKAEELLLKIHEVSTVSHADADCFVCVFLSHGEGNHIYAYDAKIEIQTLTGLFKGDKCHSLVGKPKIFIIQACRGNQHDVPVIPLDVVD
Target sequence (P55212 194-293 limits assumed): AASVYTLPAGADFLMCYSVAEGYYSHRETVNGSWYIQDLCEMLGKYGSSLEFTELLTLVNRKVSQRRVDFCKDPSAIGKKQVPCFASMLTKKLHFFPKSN
SIRT5 block: SIRT5 desuccinylase inhibitors, primary screen, biochemical, fluorescence imaging, single point, set 5; NAD-dependent protein deacylase sirtuin-5, mitochondrial (Homo sapiens), Q9NXA8; Purified SirT5, succinyl-peptide AMC, trypsin-coupled fluorescence; inhibition, % at 15 µM; hit rate 1.1% among 330,000; AID 652115, 2013; in the data active = inhibition above about 15%
Target sequence (Q9NXA8 whole entry, looked up): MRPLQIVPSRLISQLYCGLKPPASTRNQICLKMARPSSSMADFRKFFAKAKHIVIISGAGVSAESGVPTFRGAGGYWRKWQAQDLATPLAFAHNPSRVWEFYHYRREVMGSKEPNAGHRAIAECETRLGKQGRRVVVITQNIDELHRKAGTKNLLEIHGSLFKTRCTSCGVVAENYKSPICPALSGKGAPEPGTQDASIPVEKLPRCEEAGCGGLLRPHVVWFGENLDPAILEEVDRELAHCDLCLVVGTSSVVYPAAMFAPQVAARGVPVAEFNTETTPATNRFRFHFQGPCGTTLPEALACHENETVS
LGR2 inh: inhibitors of bursicon-induced LGR2 CRE-luciferase signal, primary screen, cell-based, HEK293, CRE-luciferase reporter, bursicon stimulation; bursicon-stimulated, 4 h; Drosophila bursicon receptor LGR2 (rickets); inhibition, % at 9.99 µM; hit rate 0.35% among 380,000;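 active = drop in luminescence signal, shown as inhibition above about 50% in the replicate tests, limit read from the data, passing the limit was not always enough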;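 note: agonist challenge used bursicon conditioned medium at about half maximal strength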
Starred values were filed as active, the others as inactive; . = not tested or not shown; & = joins results of further samples. Some of the compounds tested; count on the stated rates, not on these rows.

| canonical_smiles | C2C12 statin | LGR2 inh | S100A4 MyoIIA | SIRT5 block | esBAF inh | Casp6 inh | FN deposition inh |
| --- | --- | --- | --- | --- | --- | --- | --- |
| Cc1cc[n+](CC2OCc3ccccc3CO2)cc1 | . | 5 | 2 | -2 | . | -28 | -29 |
| N#CC(=C1CCCC1)c1nc(-c2cc3ccccc3oc2=O)cs1 | -35 | -76 | -5 | -9 | 108* | 1 | . |
| C=CC(=O)NC(C)(C)CCN1CCOCC1 | . | 13 | -10 | -3 | . | -2 | . |
| C[C@@H]1CCCCO[C@H](CN(C)CC2CCCCC2)[C@@H](C)CN([C@H](C)CO)C(=O)c2cc(NC(=O)Nc3ccc4c(c3)OCO4)ccc2O1 | 33 | -19 | 4 | -1 | -5 | -1 | . |
| COc1ccc(N(C(=O)c2snc(C(N)=O)c2N)C(CC(C)C)C(=O)NCC2CCCO2)cc1 (configuration not stated) | -33 | 9 | -2 | -14 | -13 | 0 | 1 |
| COc1ccc(NC(=O)Cn2cccc2)cc1Cl | 2 | . | -4 | -2 | -5 | -12 | . |
| O=C(NCCCN1CCOCC1)c1c(-c2ccccc2)sc2ccccc12 | 17 | 4 | -5 | . | -1 | -1 | 3 |
| CCCNC(=O)Nc1ccc2c(c1)OC[C@@H](C)N(CC1CCCC1)C[C@H](C)[C@@H](OC)CN(C)C2=O | -6 | 5 | 0 | 6 | 4 | 1 | -8 |
| CCN1C[C@@H]2[C@@H]3C(=O)N(C)C(=O)[C@@H]3[C@](CC)(C1=O)N2C(=O)c1ccccc1 | 0 | 9 | 0 | -3 | 10 | 1 | 0 |
| CN(C)C(=O)c1ccc(-c2ccc3c(c2)[C@H]2[C@H](CCN2C(=O)c2ccc4c(c2)OCO4)[C@@H](CO)N3)cc1 | -20 | -16 | . | . | -1 | . | -27 |
| O=C(NC1CCCCC1)N[C@H]1CC[C@H](CCNS(=O)(=O)c2ccc(F)cc2)O[C@H]1CO | -16 | -19 | -4 | 7 | 13 | -4 | . |
| O=S(=O)(c1ccc(Cl)cc1)N1CCN2CCCC2C1 (configuration not stated) | 1 | -9 | -9 | . | -4 | -1 | -4 |
| Cc1ccc(S(=O)(=O)c2nc(-c3ccccc3Cl)oc2N(C)C)cc1 | -6 | 10 | 1 | -1 | 7 | -1 | . |
| Cc1cc(C(=O)N/N=C/c2ccc3ccccc3c2)n[nH]1 | 0 | -14 | 4 | 2 | 39 | 0 | . |
| CC(OC(=O)CCN1C(=O)C2CC=CCC2C1=O)C(=O)c1ccc(F)cc1 (configuration not stated) | 8 | 12 | 0 | 2 | -3 | -2 | -1 |

Arranged by value in S100A4 MyoIIA (rising): three of the compounds above.
canonical_smiles,LGR2 inh,S100A4 MyoIIA,SIRT5 block,esBAF inh,Casp6 inh
N#CC(=C1CCCC1)c1nc(-c2cc3ccccc3oc2=O)cs1,-76,-5,-9,108*,1
COc1ccc(NC(=O)Cn2cccc2)cc1Cl,.,-4,-2,-5,-12
COc1ccc(N(C(=O)c2snc(C(N)=O)c2N)C(CC(C)C)C(=O)NCC2CCCO2)cc1 (configuration not stated),9,-2,-14,-13,0

(more compounds)
| canonical_smiles | C2C12 statin | LGR2 inh | S100A4 MyoIIA | SIRT5 block | esBAF inh | Casp6 inh | FN deposition inh |
| --- | --- | --- | --- | --- | --- | --- | --- |
| Cc1ccc(S(=O)(=O)N2CCOCC2)cc1C(=O)N1CCN(S(=O)(=O)c2ccccc2F)CC1 | 4 | -5 | 0 | 0 | 0 | 4 | -7 |
| NCC[C@@H]1CC[C@@H](NC(=O)c2ccccc2F)[C@H](CO)O1 | -12 | 5 | -8 | 5 | -2 | 2 | 3&0 |
| Cc1ccc(NC(=O)c2ccc(CN3CC(=O)N4CCCCC4C3=O)cc2)c(C)c1 (configuration not stated) | -9 | 25 | -1 | 1 | -2 | -2 | -1 |
| C/C(=N\NC(=O)COc1ccc2ccccc2c1)c1cccs1 | 17 | -2 | -1 | -7 | -3 | -4 | 7 |
| CC1CC(C)CN(C(=O)CSCC(=O)O)C1 (configuration not stated) | . | -16 | 1 | -4 | . | 0 | -8 |
| CCCCN1C(=O)C(CC(=O)NCC2CCCCC2)CC(C(=O)N(C)C)=C1C (configuration not stated) | -4 | . | -1 | -5 | -8 | 2 | -3 |
| Cc1cc2oc(=O)cc(-c3ccccc3)c2c(C)c1-c1ccc(N(C)C)cc1 | -9 | -11 | -3 | -4 | -6 | -1 | -5 |
| COc1ccc(-c2c(-c3cc(OC)cc(OC)c3)n(C)c3ccc(-c4ccc5[nH]ccc5c4)cc23)cc1 | 12 | 5 | 0 | -3 | -4 | 1 | -5 |
| Cn1c(=O)c2c(ncn2CC(=O)Nc2cc(S(=O)(=O)N3CCCCC3)ccc2Cl)n(C)c1=O | 2 | -23 | 5 | -5 | 4 | -2 | -5 |
| COc1ccc(NC(=O)N(C)C[C@@H]2Oc3ccc(NC(=O)Nc4ccc(C(F)(F)F)cc4)cc3C(=O)N([C@H](C)CO)C[C@H]2C)cc1 | 37 | 5 | . | . | 1 | . | . |
| C/C=C/c1cnc2c(c1)C(=O)N([C@@H](C)CO)C[C@@H](C)[C@@H](CN(C)C(=O)C1CCCCC1)O2 | 24 | -8 | -15 | -2 | 4 | -1 | . |
| CCS(=O)(=O)N[C@@H]1CC[C@@H](CC(=O)NCc2ccc(Cl)cc2)O[C@@H]1CO | -1 | -2 | -36 | 3 | -4 | 1 | -4 |
| COc1ccccc1N1CCN(C(c2ccc(N(C)C)cc2)c2nnnn2CCc2ccccc2)CC1 (configuration not stated) | -2 | . | . | . | -12 | . | -3 |
| Cc1cc(C)c2oc(C(=O)Nc3ccc(S(=O)(=O)Nc4nccc(C)n4)cc3)cc(=O)c2c1 | 9 | -11 | 29 | -6 | 2 | 4 | 5 |
| Cc1ccc(CN(CC2CCCO2)C(=O)CN2C(=O)C(C(C)C)Oc3ccccc32)o1 (configuration not stated) | 4 | 1 | . | . | 6 | . | -1 |
| CCCCNC(=O)Nc1ccon1 | 11 | . | . | . | -6 | . | 1 |
| Cc1onc(-c2ccccc2Cl)c1C(=O)Nc1ccc(S(=O)(=O)N2CCCC2)cc1 | -18 | 1 | 1 | . | 5 | -4 | 5 |
| Cc1ccc(SCC(=O)NNC(=O)c2cncc(Br)c2)cc1 | -6 | -3 | 1 | . | -8 | -2 | -2 |
| CCCS(=O)(=O)NC(=O)C1(C)CCN(C(=O)c2cc(F)ccc2C)C1 (configuration not stated) | -1 | -1 | 2 | -1 | 2 | 0 | -3 |
| O=C(c1cc2ccccc2[nH]1)N1O[C@@H]2C=C[C@H]1C2 | 5 | -60 | 11 | 3 | 42* | 1 | 8 |
| CCN(C[C@H]1N[C@@](CC)(C(=O)OC)[C@H]2C(=O)N(C)C(=O)[C@@H]12)C(=O)Nc1ccccc1 | 0 | 12 | 8 | 3 | 1 | 1 | 9 |
| C[C@@H]1CCCCCCCCCCC1=O | 10 | 4 | -3 | -2 | 3 | -2 | 0 |
| CCOCCCNC(=O)c1ccc(N2CCCC2)c(NS(=O)(=O)c2ccc(C)cc2)c1 | . | -14 | -4 | 3 | . | -1 | 8 |
| C[C@@H]1CN([C@H](C)CO)C(=O)c2cc(NS(C)(=O)=O)ccc2O[C@@H](C)CCCCO[C@H]1CN(C)Cc1ccncc1 | -14 | -5 | 0 | 3 | -4 | -1 | . |
| Cc1ccccc1C(=O)N1CCc2cc(-c3csc(NC(=O)CN4CCCC4)n3)ccc21 | -3 | -36 | -17 | -3 | 26 | -4 | -4 |
| C[C@H](CO)N1C[C@H](C)[C@H](CN(C)Cc2ccc(-c3ccccc3)cc2)Oc2ccc(NS(=O)(=O)c3ccccc3)cc2CC1=O | 7 | -17 | . | . | 6 | . | . |
| O=C(N=Nc1ccc(NOC(=O)c2ccccc2Br)cc1)c1ccccc1O | . | 23 | -8 | -4 | . | 13 | 2 |
| C[C@H](O)C#Cc1cnc2c(c1)C(=O)N([C@@H](C)CO)C[C@H](C)[C@H](CN(C)C(=O)Nc1ccc(F)cc1)O2 | 14 | -3 | -45 | -6 | 1 | -1 | -11 |
| O=C(C[C@H]1CC[C@H](NC(=O)Cc2ccccn2)[C@H](CO)O1)NCCc1ccccc1 | 3 | -5 | 4 | 5 | -8 | -4 | . |
| O=C(CCCSc1nnc(-c2cccs2)n1CC1CCCO1)c1ccccc1 (configuration not stated) | -10 | . | . | . | 4 | . | 4 |
| CN(/N=C/c1cc(Cl)ccc1O)C1=NS(=O)(=O)c2ccccc21 | -1 | 10 | -1 | -2 | -10 | 2 | -2 |
| CC1Nc2nc(NC(=O)C(C)(C)C)[nH]c(=O)c2N(C)C1C (configuration not stated) | . | -8 | -1 | 0 | . | -1 | -2 |
| CCN(CC(=O)Nc1c(F)cccc1F)C(=O)c1ccc(S(=O)(=O)N2CCC(C)CC2)cc1 | 1 | -4 | 0 | 2 | 4 | 3 | -13 |
| COc1ccc(NC(=O)Nc2ccc3c(c2)CC(=O)N([C@H](C)CO)C[C@@H](C)[C@@H](CN(C)S(=O)(=O)c2ccc(C)cc2)O3)cc1 | -49 | -11 | . | . | 4 | . | . |
| COc1ccc(S(=O)(=O)N(C)C[C@@H]2OCCCC[C@H](C)Oc3ccc(NC(=O)CCC(F)(F)F)cc3C(=O)N([C@H](C)CO)C[C@H]2C)cc1 | . | -15 | 8 | 4 | 17 | 2 | . |
| COc1ccc2c3c([nH]c2c1)[C@@H](CO)N(C(=O)c1cccc(F)c1)CC31CN(C(=O)c2cccc(F)c2)C1 | . | -33 | -8 | 8 | . | -1 | . |
| CCOC(=O)c1c(/N=C/c2ccc(OC)cc2O)sc2c1CCN(C)C2 | 1 | 4 | -1 | 1 | 0 | 3 | 3 |
| CCCCCCCNC(=O)C1(CC2CC(c3ccc(Cl)cc3)=NO2)CCN(C(=O)Cc2ccc(F)cc2)CC1 (configuration not stated) | 9 | -8 | -3 | 1 | 8 | -6 | 0 |
| Cc1cc([N+](=O)[O-])ccc1NC(=O)CSc1nccc(=O)[nH]1 | 7 | 13 | -3 | 1 | -9 | 6 | 3 |
| O=C(COC(=O)c1ccc(Cl)nc1)NCCc1ccc(F)cc1 | -15 | 7 | -2 | -5 | 3 | 3 | -2 |
| COC(=O)c1ccc([N+](=O)[O-])cc1N1C(=O)C2C3CCC(C3)C2C1=O (configuration not stated) | 4 | -6 | 41 | -6 | -9 | 0 | 1 |
| Cc1cc(=O)oc2c(C)c(OC(C)C(=O)NCC(O)c3ccccc3)ccc12 (configuration not stated) | 2 | 6 | -5 | -4 | -2 | -1 | 1 |
| CC(C)(C)c1cc(Cl)ccc1OCCOCCN1CCCC1 | -10 | 7 | -1 | 2 | -12 | -37 | 3 |
| COc1cc2[nH]c(=S)nc(NCCC(C)C)c2cc1OC | . | 1 | 2 | 1 | . | 4 | 9 |
| CCOC(=O)C1=C(C)NC(SCC(N)=O)=C(C#N)C1c1ccncc1 (configuration not stated) | -13 | 12 | -5 | -2 | -7 | -2 | -5 |
| CN(C)C(CNC(=O)c1ccc2ccccc2c1)c1ccco1 (configuration not stated) | . | -49 | -2 | -2 | . | 2 | -5 |
| O=C(N=Nc1c(O)[nH]c2ccc(F)cc12)C1COc2ccccc2O1 (configuration not stated) | -3 | 2 | 2 | -2 | 8 | 2 | 0 |
| CCCC(=O)Nc1nnc(SCC(=O)Nc2ccc3c(c2)OCCO3)s1 | . | 30 | -5 | 0 | . | 4 | . |

Profiles, looked up by structure. Screens in order: C2C12 statin	LGR2 inh	S100A4 MyoIIA	SIRT5 block	esBAF inh	Casp6 inh	FN deposition inh
CN(C)C(CNC(=O)c1ccc2ccccc2c1)c1ccco1 (configuration not stated) is entered as .	-49	-2	-2	.	2	-5
COC(=O)c1ccc([N+](=O)[O-])cc1N1C(=O)C2C3CCC(C3)C2C1=O (configuration not stated) is entered as 4	-6	41	-6	-9	0	1

Screens from PubChem BioAssay.
